Screens (PubChem BioAssay)
TRPV1 agonist = HTS Assay for Compounds that Act as Agonists of the Vanilloid Receptor 1. activation, % at 8.33 µM. hit rate 0.19% among 320,000. AID 540275, 2011. TRPV1-expressing cells, Fluo-8 calcium influx, agonist mode; in the data active = activation above about 80%; inconclusive = between about 30% and that limit; also: 0% is about no effect
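TRPV1-expressing cells were cultured overnight at 35.5C and loaded with Fluo-8 calcium dye for 40 to 90 min at room temperature. After a 10 s baseline, compound was added and calcium influx was read kinetically for 3 min (ex 480/em 520 nm).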
AT treatment = qHTS Assay for Identifying a Potential Treatment of Ataxia-Telangiectasia; […] A-T fibroblasts, KAP-1 phosphorylation AlphaLISA; neocarzinostatin DNA damage 30 min before lysis; Potency, µM (top dose mostly 57.5 µM), without a hit: at the highest dose activation, hits mostly activators; hit rate 0.19% among 320,000; also: potency is read from the fitted curve at half-maximal effect; % of control where 0% means no effect; nearly all actives have a fitted effect of over 45% in size
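hTERT-immortalized A-T patient fibroblasts ([…]), 500 cells/well in OPTI-MEM, 1% FBS, got compounds for 60 min, then NCS for 30 min at 37C. Lysates were then assayed for phospho-KAP-1 by AlphaLISA (anti-pKAP1 donor, anti-KAP1 acceptor beads), 6 hr at 25C.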
MBNL1 CUG block = qHTS Assay for Inhibitors of MBNL1-poly(CUG) RNA binding; AID 2675, 2010; Potency, µM (highest dose often 57.5 µM), without a hit: at the highest dose activity change, negative = inhibition, most hits filed as inhibitors; hit rate 0.036% among 280,000; Muscleblind-like protein 1 (Homo sapiens), Q9NR56; TR-FRET MBNL1-His/biotin-(CUG)12 binding, 665/545 ratio; active = well fitted inhibition curve with a large enough effect in the signal ratio, with a control signal flat, not every such curve was filed as active; inconclusive = small, poorly fitted or top-dose-only effect, or effect the other way, or a change in a side signal; inactive = no such curve, though single readings can be large or run the other way; the % refers to the signal ratio; also: potency is read from the fitted curve at half-maximal effect; % is scaled to controls: 0 for no effect and ±100 for the full control effect
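Ratiometric TR-FRET (665 over 545 nm, excitation 340 nm) tracks disruption of MBNL1-His/biotin-(CUG)12 complex after 60 min at room temperature, with compounds at 92 nM to 58 uM final.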
CXXC DNA block = qHTS Fluorescence Polarization Assay for Inhibitors of MLL CXXC domain - DNA interaction; Potency, µM (doses to about 115 µM), for the others: at the top dose activity change, negative = inhibition, hits mostly inhibitors; Histone-lysine N-methyltransferase 2A (Homo sapiens), Q03164; hit rate 0.037% among 290,000; MLL-CXXC / FITC-HOXA9 DNA fluorescence polarization; AID 2662, 2010; active = well fitted inhibition curve with a large enough effect in the polarisation, with a control signal flat, not every such curve was filed as active; inconclusive = small, poorly fitted or top-dose-only effect, or effect the other way, or a change in a side signal; inactive = no such curve, though single readings can be large or run the other way; the % refers to the polarisation; also: potency is read from the fitted curve at half-maximal effect
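Fluorescence polarization: 7 uM MLL-CXXC (stock) preincubated 5 min with compounds, then 50 nM fluorescein-HOX-A9 DNA (stock) added; 30 min ambient. Buffer 50 mM Tris-HCl pH 7.5, 50 mM NaCl, 1 mM DTT, 0.05% BSA.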
S-ASM inh = Inhibitors of Secretory Acid Sphingomyelinase (S-ASM): qHTS; hit rate 0.006% among 340,000; Potency, µM (highest dose often 57.5 µM), inactives show at the highest dose activity change, negative = inhibition, most hits filed as inhibitors; placental ASM, HMU-PC fluorogenic substrate, 60 min; AID 504937, 2011; also: potency is read from the fitted curve at half-maximal effect
Target sequence (P17405 47-631 limits assumed): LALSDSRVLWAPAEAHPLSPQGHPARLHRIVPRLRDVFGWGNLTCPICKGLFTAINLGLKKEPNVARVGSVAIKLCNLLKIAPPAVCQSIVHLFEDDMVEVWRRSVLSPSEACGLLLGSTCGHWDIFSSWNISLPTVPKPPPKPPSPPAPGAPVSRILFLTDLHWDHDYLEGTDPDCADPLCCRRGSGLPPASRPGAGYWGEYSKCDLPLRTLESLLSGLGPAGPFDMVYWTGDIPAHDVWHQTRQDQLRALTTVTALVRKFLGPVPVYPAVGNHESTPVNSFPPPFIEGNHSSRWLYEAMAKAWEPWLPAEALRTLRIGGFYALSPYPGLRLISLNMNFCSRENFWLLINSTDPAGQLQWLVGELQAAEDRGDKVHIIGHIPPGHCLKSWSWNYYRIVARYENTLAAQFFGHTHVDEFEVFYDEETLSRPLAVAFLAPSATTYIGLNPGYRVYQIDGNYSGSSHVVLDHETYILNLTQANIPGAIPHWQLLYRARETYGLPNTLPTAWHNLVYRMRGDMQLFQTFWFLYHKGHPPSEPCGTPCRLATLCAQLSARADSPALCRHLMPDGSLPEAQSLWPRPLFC
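Steps: dispense placental human ASM, pin compound, wait 10 min at room temperature, add HMU-PC0 substrate at 9 uM final, incubate 60 min at 37 °C, add stop solution raising pH to 10, read fluorescence.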
Integrin act MD = qHTS for Activators of Integrin-Mediated Alleviation for Muscular Dystrophy; alpha7betagal myoblasts, beta-gal FDG fluorescence, 48 h; Potency, µM (titrated, usually from 38.3 µM), without a hit: at the top dose activation, hits mostly activators; hit rate 0.064% among 350,000;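 also: potency is read from the fitted curve at half-maximal effect; 100% = response of the positive control SU9516; nearly all actives have a fitted effect of over 60% in size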
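alpha7betagal+/- myoblasts (passage 13, 250/well) treated 48 h at 37C with compounds at 1:260 dilution of DMSO stock. Lysed, then beta-galactosidase activity read as FDG fluorescence (ex 480/em 540) after 30 min, with pre-read for autofluorescence.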
KCNH2 3.1 block = qHTS for Inhibitors of KCHN2 3.1: Mutant qHTS; U2OS KCNH2 3.1, thallium flux FluxOr; hits give low values; activity change, % (tested at about 1.8 µM); hit rate 0.95% among 340,000; Potassium voltage-gated channel subfamily H member 2, brain isoform KCNH2 3.1 (human); AID 720553, 2013;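 active = maximum activity change below -70%; inconclusive = maximum activity change from -70% to -50%; inactive = maximum activity change above -50%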;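 also: thallium influx rate constant from kinetic fluorescence after stimulation buffer; % is scaled to controls: 0 for no effect and ±100 for the full control effect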
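Virally transduced U2OS (3.1 isoform, 4 h infection in dark at RT) → overnight 37 C → FluxOr + Red40 in HBSS/HEPES, 45 min → stimulation buffer, 2 min kinetic read → rate constant vs DMSO controls.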
FBPA coupling cs = qHTS Assay for Inhibitors of Fructose-1,6-bisphosphate Aldolase from Giardia Lamblia: Coupling assay counterscreen. coupling enzyme system counterscreen, AmpLite Red fluorescence. activity change, negative = inhibition, % at 58.2 µM, hits read low. hit rate 0.67% among 290,000. AID 2472, 2010; in the data active = activity change below about -30%; also: % is scaled to controls: 0 for no effect and ±100 for the full control effect
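Activity here indicates interference with the coupling reaction, not aldolase inhibition. Compounds at 57.5 uM final met coupling enzymes for 10 min at RT; substrate and AmpLite Red detection followed, with a 525/598 nm fluorescence read after 20 min.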
hERG WT inh = qHTS for Inhibitors of KCHN2 3.1: Wildtype qHTS; U2OS, BacMam KCNH2, thallium flux FluxOr; hits give low values; activity change, % at 1.84 µM; hit rate 0.37% among 340,000;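 active = maximum activity change below -70%; inconclusive = maximum activity change between -70% and -50%; inactive = maximum activity change above -50%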; also: % is scaled to controls: 0 for no effect and ±100 for the full control effect
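U2OS cells transduced with wild-type KCNH2 virus are loaded with FluxOr dye for 45 min, and thallium flux is measured in kinetic reads before and after stimulation buffer. Rate constants are normalized to DMSO controls.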
GALK inh = qHTS Assay for Inhibitors of Human Galactokinase (GALK); P51570; Purified GALK, Kinase-Glo residual ATP luminescence; Potency, µM (doses to about 57.5 µM), inactives show at the highest dose activity change, negative = inhibition, most hits filed as inhibitors; hit rate 0.007% among 270,000; AID 1868, 2009; also: potency is read from the fitted curve at half-maximal effect; % is scaled to controls: 0 for no effect and ±100 for the full control effect
Target sequence (P51570 whole entry, looked up): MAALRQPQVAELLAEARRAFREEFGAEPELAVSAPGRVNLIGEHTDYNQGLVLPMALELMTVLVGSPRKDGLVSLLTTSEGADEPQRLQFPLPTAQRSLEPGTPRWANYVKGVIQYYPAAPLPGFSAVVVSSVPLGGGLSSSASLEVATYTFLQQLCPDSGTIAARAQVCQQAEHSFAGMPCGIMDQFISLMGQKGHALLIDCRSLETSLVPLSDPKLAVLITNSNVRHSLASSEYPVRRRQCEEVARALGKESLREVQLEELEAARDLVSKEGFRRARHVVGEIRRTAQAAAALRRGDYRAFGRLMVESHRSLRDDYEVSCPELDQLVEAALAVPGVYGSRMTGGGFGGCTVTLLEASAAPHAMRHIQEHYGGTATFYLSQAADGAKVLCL
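Compounds were pin-transferred into ATP buffer (35 uM final), then GALK plus galactose (5 nM, 100 uM final) was added. After 1 h at room temperature, Kinase-Glo Plus was added and luminescence read after 10 min.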
Active calls of the source: *; i = inactive; ? = inconclusive; / = not tested or not shown; [ ] = another dose, or the depositor's remark. Unless noted, calls follow the shape of the dose curve; as a rule, active = well fitted curve in the direction sought with a large enough effect; inconclusive = small, poorly fitted or top-dose-only effect, or another doubt; inactive = no such curve, though single readings can be large; an effect the other way counts as inactive or inconclusive.

SMILES | TRPV1 agonist | AT treatment | MBNL1 CUG block | CXXC DNA block | S-ASM inh | Integrin act MD | KCNH2 3.1 block | FBPA coupling cs | hERG WT inh | GALK inh
COCCN(CCOC)C(=O)C1CCCN(S(=O)(=O)c2ccc(NC(=O)OC)cc2)C1 (stereo not drawn) | -3 | -19% | -2% | -2% | -3% | 0% | 3 | 3 | 5 | 4%
O=C(COc1cccc(C(F)(F)F)c1)N1CCN(c2ccccc2O)CC1 | ? | 1% | -14% | 4% | 0% | -16% | 1 | 1 | -1 | 0%
Cc1ccc2c(c1)cc1c(=O)n(CC(=O)NCc3ccccn3)nc(C)n12 | -1 | 8% | 0% | 0% | 2% | 33% | 9 | / | -2 | -1%
Cc1ccc(C)c(OCC(=O)N2CCc3ccccc3C2)c1 | ? | -1% | -3% | 1% | -5% | ? | -23 | 0 | -15 | -1%
Cc1c(Cl)cnc(NC(=O)COC(=O)/C=C/c2ccco2)c1Cl | -1 | -2% | / | / | 7% | -6% | 8 | / | -7 | /
CC(=O)c1cc(C#N)c(SCc2ccccc2C#N)nc1C | -2 | -2% | 68%[activator] | -7% | -6% | 13% | -4 | 1 | -4 | -3%
Oc1ccccc1CN(Cc1ccco1)CC(O)COCc1ccc(Cl)cc1 (stereo not drawn) | 7 | 9% | / | 2% | -4% | -29% | -9 | 0 | 12 | 1%
O=c1[nH][nH]cc1C=NCc1cccc(C(F)(F)F)c1 | ? | 1% | 4% | 0% | 3% | -7% | 7 | 0 | -30 | -1%
COc1ccccc1Nc1nc(N)nc(CSc2nccc(C)n2)n1 | 2 | -4% | -8% | 1% | -2% | -27% | 3 | 2 | 1 | -1%
Clc1c(-c2ccccc2)nnn1-c1ccccc1 | 2 | 3% | 11% | 1% | 5% | 10% | 4 | 2 | ? | 2%
CCCn1c(N)c(C(=O)COC(=O)COc2ccc(Cl)c(C)c2)c(=O)n(C)c1=O | 3 | -1% | / | / | -11% | 6% | -29 | / | 5 | /
Cc1ccc(SCCNC(=O)CN(c2ccc3c(c2)OCO3)S(C)(=O)=O)cc1 | 4 | 1% | -10% | 9% | -1% | 4% | -6 | -3 | 0 | 0%
CC(=O)Nc1ccc(S(=O)(=O)N2CCN(C(=O)c3ncoc3-c3ccc(F)cc3)CC2)cc1 | 0 | 0% | 3% | 1% | 0% | 5% | -1 | 2 | 4 | 7%
O=C(O)CCC(=O)NNC(=O)CCC1CCCCC1 | 1 | 13% | -9% | -3% | 3% | 18% | 5 | -3 | ? | 1%
CC(C)N(Cc1cc2ccccc2[nH]c1=O)C(=O)c1cccc([N+](=O)[O-])c1 | 1 | -5% | -1% | -10% | 3% | 14% | -10 | 5 | -10 | 4%
Nc1ccc(C(=O)OCC(=O)NC(=O)c2ccccc2)cc1[N+](=O)[O-] | 1 | -8% | / | / | -2% | -13% | -2 | / | -14 | /
O=S(=O)(N/N=C\c1cccnc1)c1ccccc1 | 0 | 5% | -4% | -5% | 0% | 11% | -26 | 1 | -3 | 1%
CCc1ccc(-c2nc(CS(=O)CC(=O)NC3CC3)c(C)o2)cc1 (stereo not drawn) | 7 | 5% | 2% | -9% | 4% | 8% | 13 | 2 | 4 | 5%
CCC1(C)NC(=O)N(CC(=O)N2N=C(c3ccccc3)CC2c2ccc(OC)cc2)C1=O (stereo not drawn) | -1 | -3% | 27% | -4% | -8% | -11% | -1 | 4 | 0 | 1%
CCCCn1c(N)c(N(CC(C)C)C(=O)CCCc2nc3ccccc3c(=O)[nH]2)c(=O)[nH]c1=O | 0 | -1% | / | / | 0% | 2% | -9 | / | 8 | /
COC(=O)c1ccc(NC(=O)CSc2nc(=O)cc(N)n2-c2ccccc2)cc1 | 1 | -2% | -6% | 7% | -2% | -11% | 16 | 0 | / | 14%
O=c1cc(Nc2ccc3c(c2)OCCO3)[nH]c(=O)n1-c1ccc(Cl)cc1 | 1 | -4% | -2% | -1% | 3% | -17% | 2 | 0 | -5 | 1%
COCCNC(=O)C1CCN(S(=O)(=O)c2ccc3c(c2)OCCO3)CC1 | 0 | 16% | / | / | 3% | 22% | 13 | / | 2 | /
COc1ccc(OC)c(N(CC(=O)Nc2ccccc2C(=O)NCc2ccco2)S(C)(=O)=O)c1 | -1 | -2% | -2% | 5% | 0% | -6% | 19 | 2 | -23 | -2%
CCN(CC)CCCn1c2c(c(SCC(=O)Nc3ccc(C)c(F)c3)nc1=O)CCC2 | 4 | 2% | / | / | -2% | -44% | -14 | / | 12 | /
O=C(CN1CCN(S(=O)(=O)c2cc(Cl)ccc2Cl)CC1)c1ccc(O)c(O)c1 | 10 | -24% | 3% | 31%[activator] | -7% | -7% | -5 | / | 2 | -2%
NC(=O)CC(NC(=O)Cc1cccc2ccccc12)c1ccc(NCCCN2CCCC2=O)c([N+](=O)[O-])c1 (stereo not drawn) | 2 | 2% | ? | -10% | -15% | 12% | 15 | -1 | 11 | /
O=C1OC(Nc2ccc(Cl)cn2)c2ccccc21 (stereo not drawn) | 4 | 1% | 2% | -1% | 1% | 12% | 14 | 1 | 7 | -2%
Cc1nc(CSc2nsc(C)c2C#N)cs1 | -1 | 6% | / | ? | 7% | -5% | -5 | -5 | 2 | 9%
Cc1cccc(Nc2nc(N)nc(CN3CCC(C(N)=O)CC3)n2)c1C | -1 | 7% | 3% | 0% | 0% | 12% | 10 | 0 | -1 | 1%
CNS(=O)(=O)c1cccc(C(=O)OCc2cc(C(C)=O)ccc2OC)c1 | 3 | -4% | -5% | 23% | 1% | -7% | 5 | 4 | -6 | -6%
O=c1oc(CCO)cc2ccc(C#Cc3ccsc3)cc12 | 27 | 9% | / | / | 59%[activator] | -4% | 4 | / | -6 | /
COC(=O)C1=CN(CC2CCCO2)C=C(C(=O)OC)C1c1cccc(O)c1 (stereo not drawn) | 0 | 12% | 39%[activator] | -3% | i | -1% | 3 | 1 | -1 | 5%
CCOC(=O)c1cc(C(=O)Nc2ccc(C)c(F)c2)nn1C | 28 | 15% | 13% | 7% | -3% | -17% | -23 | -1 | 1 | -1%
CC(/C=N/n1c(-c2n[nH]c3c2CCC3)n[nH]c1=S)=C\c1ccco1 | 4 | -16% | 4% | 2% | -2% | 7% | 1 | -1 | -6 | 4%
Cc1occc1C(=O)N(C)Cc1nc(-c2ccc(Cl)cc2)no1 | 3 | 5% | 2% | 14% | -6% | -3% | 5 | 2 | 2 | 4%
Cc1ccc(S(=O)(=O)C2(C(=O)NCc3ccc4c(c3)OCO4)CC2)cc1 | 1 | -10% | ? | 8% | -6% | 15% | 6 | 1 | 0 | 0%
CC(C)(C)C(=O)NCCCc1ccccc1 | 10 | -1% | 5% | 4% | 2% | 7% | 9 | -2 | -5 | -3%
CC(=O)NNC(=S)NC(=O)c1ccccc1 | 0 | -2% | / | -4% | -2% | 12% | -2 | -1 | -2 | -7%
Cc1c(NP(=O)(Oc2ccccc2F)Oc2ccccc2F)c(=O)n(-c2ccccc2)n1C | 0 | -6% | 8% | 1% | 2% | -2% | -12 | 1 | -1 | -1%
Nc1nc(N2CCN(c3ccccn3)CC2)nc2ccccc12 | 6 | -2% | -5% | -2% | 15% | 16% | -17 | 11 | 21 | 4%
Cc1ccc(-n2c(SCC(=O)N(C)C3CCS(=O)(=O)C3)nc3ccccc3c2=O)c(C)c1 (stereo not drawn) | / | 9% | / | / | 0% | 14% | 34 | / | 9 | /
O=C(Nc1nc(-c2ccncc2)cs1)C1COc2ccccc2O1 (stereo not drawn) | 11 | 11% | ? | -7% | -6% | -31% | -5 | -1 | -3 | -3%
COc1cc(-c2nnc(SCC(=O)N(C)C3CCS(=O)(=O)C3)o2)cc(OC)c1OC (stereo not drawn) | 0 | 5% | -1% | 9% | -2% | 6% | -8 | 1 | -2 | -1%
OCCC1CN(Cc2ccncc2)CCN1C1CCCC1 (stereo not drawn) | -4 | -2% | 3% | 1% | 0% | -21% | 14 | 4 | 26 | 10%
